Compound activity deposited in PubChem by Sanford-Burnham Center for Chemical Genomics.
Jurkat NFkB inh – inhibitors of induced NF-kB luciferase reporter, primary screen, TCR NF-kB activation inhibitor project, cell-based, luminescence, uHTS; actives 0.53% (n = 330,000); inhibition, % at 4 µM; Jurkat, PMA/ionomycin-induced NF-kB luciferase reporter; in the data active means inhibition above about 50%
697 NFkB inh – inhibitors of PMA/ionomycin-induced NF-kB reporter, 697 cells, primary screen, B-cell NF-kB inhibitor project, cell-based, luminescence, uHTS; 697 B-cell NF-kB luciferase reporter, 16 h; inhibition, % at 4 µM; actives 0.33% (n = 330,000); AID 435022, 2010; in the data active means inhibition above about 35%
Mdm2-MdmX inh – inhibitors of human Mdm2-MdmX association, primary screen, cell-based, luminescence, split luciferase, SaOS-2, uHTS | Protein Mdm4 (Homo sapiens) + E3 ubiquitin-protein ligase Mdm2 (Homo sapiens), … | SaOS-2 split-luciferase Mdm2/MdmX complementation | inhibition, % at 8 µM | actives 3% (n = 330,000) | AID 485346, 2010;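 active means inhibition of at least 50% at 8 µM in the primary screen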
CCR6 antag – CCR6 receptor antagonists, primary screen, cell-based, CHO-K1, luminescence, beta-arrestin, uHTS | actives 0.49% (n = 340,000) | CHO-K1 CCR6 PathHunter beta-arrestin, CCL20-stimulated | C-C chemokine receptor type 6 (Homo sapiens), P51684 | inhibition, % at 20 µM;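 active means compounds whose inhibition of the agonist-driven luminescence signal at 20 µM reaches about 50%, limit read from the data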;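 further: cells stimulated with CCL20 at 14 nM final; plate controls were DMSO with CCL20 for no effect and DMSO without agonist for full effect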
Target sequence (P51684 whole entry, looked up): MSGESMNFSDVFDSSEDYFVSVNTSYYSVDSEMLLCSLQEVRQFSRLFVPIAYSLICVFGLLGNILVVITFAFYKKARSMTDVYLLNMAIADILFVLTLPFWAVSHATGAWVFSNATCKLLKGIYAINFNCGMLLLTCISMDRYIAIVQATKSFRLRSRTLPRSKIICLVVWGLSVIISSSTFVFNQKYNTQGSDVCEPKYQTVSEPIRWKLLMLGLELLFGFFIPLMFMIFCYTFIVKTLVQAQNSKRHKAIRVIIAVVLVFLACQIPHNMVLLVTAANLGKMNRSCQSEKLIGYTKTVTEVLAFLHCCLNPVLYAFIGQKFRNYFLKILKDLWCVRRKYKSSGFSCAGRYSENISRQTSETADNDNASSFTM
UPR CHOP act – activators of apoptotic CHOP UPR arm, primary screen, cell-based, CHO-CHOP luciferase reporter, luminescence, uHTS | actives 0.34% (n = 330,000) | UPR activation; percent of tunicamycin response over DMSO baseline | activation, % at 10 µM | AID 449763, 2010;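 active means at 10 µM dose, activation of 40% or more, normalized to positive control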;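 further: 100% = tunicamycin at 10 µg/mL and 0% = DMSO alone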
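Dosing – one dose, 10 µM in 0.5% DMSO · System – CHO-CHOP cells, stable luciferase reporter of PERK-eIF2a-CHOP signalling · Input – 500 cells/well · Control set – tunicamycin 10 µg/mL final as positive, DMSO-only wells as negative · Timing – 6 h compound treatment, 37 °C · Measure – % activation vs tunicamycin · Technique – luminescence read with Steady-Glo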
EBI2 block – EBI2 receptor antagonists, beta-arrestin recruitment, primary screen, cell-based, luminescence, 7a,25-OHC stimulation, uHTS. actives 0.81% (n = 360,000). G-protein coupled receptor 183 (Homo sapiens), P32249. inhibition, % at 5 µM. AID 651636, 2012. 7a,25-OHC stimulated; in the data active means inhibition above about 38%;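 further: enzyme fragment complementation signal reports receptor beta-arrestin coupling in cells; 0% = agonist plus DMSO wells and 100% = wells without agonist; some results beyond the cut were filed as inactive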
XBP1 UPR activ – activators of adaptive XBP1 UPR arm, primary screen, cell-based, CHO-XBP1 luciferase reporter, luminescence, uHTS; IRE1-XBP1 UPR activation; percent of tunicamycin response, DMSO as zero; activation, % at 20 µM; actives 0.33% (n = 330,000); AID 463104, 2010;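 active means versus positive control, 20 µM dose yields 30% or more activation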;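 further: 100% = tunicamycin at 10 µg/mL and 0% = DMSO only wells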
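assay system = CHO-XBP1 luciferase reporter cells | amount = 1000 cells/well | buffer or medium = F12 plus 10% FBS | compound dosing = single point, 20 µM final compound, 1% DMSO | incubation = 16-18 h cell attachment at 37 °C, then 6 h compound exposure | detection = Steady-Glo luminescence read | controls = tunicamycin 10 µg/mL and vehicle-only wells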
Gli-Sufu block – Gli-Sufu pathway antagonists, primary screen, luciferase luminescence, Sufu-KO-LIGHT cells, uHTS; AID 588413, 2011; Sufu-KO-LIGHT fibroblasts, Gli luciferase reporter luminescence; inhibition, % at 5 µM; actives 0.74% (n = 340,000);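 active means inhibition above about 55%, limit read from the data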;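 further: 0% = DMSO-treated cells and 100% = wells with medium but no cells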
CXCR6 block – CXCR6 receptor inhibitors, primary screen, cell-based, beta-arrestin, luminescence, CHO-K1 PathHunter, 1536-well; C-X-C chemokine receptor type 6 (Homo sapiens), O00574; inhibition, % at 20 µM; actives 0.36% (n = 360,000); AID 602244, 2012; in the data active means inhibition above about 34%, passing the limit was not always enough;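 further: antagonist mode with CXCL16 agonist at 10 nM final; 0% = 10 nM CXCL16 with DMSO and 100% = unstimulated wells without agonist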
Target sequence (O00574 whole entry, looked up): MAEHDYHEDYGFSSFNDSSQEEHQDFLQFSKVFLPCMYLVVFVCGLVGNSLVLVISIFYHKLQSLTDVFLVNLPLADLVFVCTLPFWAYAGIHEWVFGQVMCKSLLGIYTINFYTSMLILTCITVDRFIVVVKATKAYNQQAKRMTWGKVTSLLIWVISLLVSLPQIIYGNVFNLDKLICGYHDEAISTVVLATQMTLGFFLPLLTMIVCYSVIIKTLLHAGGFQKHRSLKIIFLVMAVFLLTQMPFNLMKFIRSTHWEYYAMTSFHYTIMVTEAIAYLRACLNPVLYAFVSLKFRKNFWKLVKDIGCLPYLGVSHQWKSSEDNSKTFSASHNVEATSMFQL
* hit, by the source's call. Hits appear at their usual frequency; about 5% have a hit in one of these screens.

`CCn1c(SCC(=O)N2CCN(c3ccc(Cl)cc3)CC2)nc2ccccc2c1=O` gave Jurkat NFkB inh 7.4, 697 NFkB inh 5.8, Mdm2-MdmX inh 7.1, CCR6 antag 11.8, UPR CHOP act -1.1, EBI2 block 2.9, XBP1 UPR activ -3.3, Gli-Sufu block 8.0 and CXCR6 block -2.9.
`COc1ccccc1-n1cnc(N)c1C(=O)c1ccccc1` gave Jurkat NFkB inh 35.7, 697 NFkB inh -4.6, Mdm2-MdmX inh 39.0, CCR6 antag 9.9, UPR CHOP act -2.1, EBI2 block 6.8, XBP1 UPR activ -2.6, Gli-Sufu block -12.1 and CXCR6 block -3.0.
For CN(C(=O)c1cccc(NC(=O)Cc2cccc(NC(=O)C3CCCN(C(=O)c4ccccc4)C3)c2)c1)C1CC1 (stereo unspecified) the results were CCR6 antag -0.2, EBI2 block -9.1, Gli-Sufu block 6.6 and CXCR6 block 2.5.
For COc1ccccc1Oc1ccc(S(=O)(=O)N2CCCC2)cc1 the results were Jurkat NFkB inh -6.8, 697 NFkB inh -19.1, Mdm2-MdmX inh -1.5, CCR6 antag 16.8, UPR CHOP act 1.3, EBI2 block -14.5, XBP1 UPR activ -0.2, Gli-Sufu block 3.5 and CXCR6 block 7.9.
For O=C(COC(=O)Cc1c(Cl)cccc1Cl)Nc1ccccc1-c1ccccc1 the results were Jurkat NFkB inh -1.4, 697 NFkB inh -6.8, Mdm2-MdmX inh 13.3, CCR6 antag 17.3, UPR CHOP act -1.7, EBI2 block 12.0, XBP1 UPR activ -1.6, Gli-Sufu block 13.9 and CXCR6 block -8.4.
`CCOC(=O)N1CCN(C(=O)c2ccc3c(c2)N(C)C(=O)/C(=C\c2ccc(OCC)c(OC)c2)S3)CC1` gave Jurkat NFkB inh 12.2, 697 NFkB inh -63.7, Mdm2-MdmX inh 32.7, CCR6 antag 8.8, UPR CHOP act -1.9, EBI2 block -6.9, XBP1 UPR activ -2.8, Gli-Sufu block -8.4 and CXCR6 block -6.4.
Screening COc1ccc(Cl)cc1NC(=O)CN(C)C(=O)c1ccc(C)s1 returned Jurkat NFkB inh -2.2, 697 NFkB inh -3.0, Mdm2-MdmX inh 21.1, CCR6 antag 0.4, UPR CHOP act -2.7, EBI2 block -2.1, XBP1 UPR activ -6.2, Gli-Sufu block 8.3 and CXCR6 block 1.7.
For O=S(=O)(NC1CC1)c1ccc(S(=O)(=O)N2CCCC3(CCCCC3)C2)cc1 the results were Jurkat NFkB inh 3.1, 697 NFkB inh -15.1, Mdm2-MdmX inh -13.7, CCR6 antag 18.0, UPR CHOP act 5.1, EBI2 block 4.6, XBP1 UPR activ 17.0, Gli-Sufu block 8.5 and CXCR6 block -3.1.
Screening CCNC(=S)N(CCN(CC)CC)Cc1cc2cc3c(cc2[nH]c1=O)OCO3 returned Jurkat NFkB inh 13.7, 697 NFkB inh 6.5, Mdm2-MdmX inh 14.0, CCR6 antag 10.2, UPR CHOP act -1.2, EBI2 block -11.0, XBP1 UPR activ 0.3, Gli-Sufu block 54.6 and CXCR6 block 1.2.
Screening CCN(CCCNC(=O)C1CCN(S(=O)(=O)c2cnc[nH]2)CC1)c1cccc(C)c1 returned Jurkat NFkB inh -9.4, 697 NFkB inh -54.7, Mdm2-MdmX inh -33.9, CCR6 antag -5.9, UPR CHOP act 2.9, EBI2 block -5.1, XBP1 UPR activ -0.2, Gli-Sufu block -16.8 and CXCR6 block -4.7.
For O=C1C2C3CCCC3=C3CCCC3C2C(=O)N1c1ccc(F)cc1 (stereo unspecified) the results were Jurkat NFkB inh 21.1, 697 NFkB inh -11.9, Mdm2-MdmX inh 12.1, CCR6 antag -7.6, UPR CHOP act 1.1, EBI2 block 4.0, XBP1 UPR activ 2.1, Gli-Sufu block 12.7 and CXCR6 block -6.0.
Screening CN1C(=O)N(CC(=O)Nc2sccc2C(N)=O)C(=O)C12CCCCC2 returned Jurkat NFkB inh -12.0, 697 NFkB inh 4.0, Mdm2-MdmX inh 2.2, CCR6 antag 1.0, UPR CHOP act -0.6, EBI2 block -0.7, XBP1 UPR activ -0.5, Gli-Sufu block 6.5 and CXCR6 block 4.8.
Cc1c(Br)ccc(NC(=O)COc2ccccc2C(N)=O)c1C was read as Jurkat NFkB inh -21.2, 697 NFkB inh -11.9, Mdm2-MdmX inh -7.6, CCR6 antag -4.7, UPR CHOP act 2.7, EBI2 block -2.4, XBP1 UPR activ -2.7, Gli-Sufu block -12.1 and CXCR6 block 2.5.
Screening O=C(CC1C(=O)NCCN1C(=O)Nc1ccccc1)Nc1ccc(F)cc1 (stereo unspecified) returned Jurkat NFkB inh -7.6, 697 NFkB inh -12.8, Mdm2-MdmX inh -3.5, CCR6 antag -4.0, UPR CHOP act 0.8, EBI2 block 12.4, XBP1 UPR activ 1.0, Gli-Sufu block 4.0 and CXCR6 block -4.3.
`CC(C)NCC(O)COCCOc1ccc(Cl)cc1` (stereo unspecified) gave Jurkat NFkB inh 5.6, 697 NFkB inh 26.9, Mdm2-MdmX inh -1.2, CCR6 antag 0.3, UPR CHOP act 1.2, EBI2 block -7.6, XBP1 UPR activ 1.5, Gli-Sufu block 12.8 and CXCR6 block -3.0.
Screening CC(=O)Nc1ccc(SCC(=O)NCCc2ccc(F)cc2)cc1 returned Jurkat NFkB inh -23.3, 697 NFkB inh -1.5, Mdm2-MdmX inh -3.3, CCR6 antag 0.9, UPR CHOP act 1.6, EBI2 block 10.9, XBP1 UPR activ -3.5, Gli-Sufu block 46.7 and CXCR6 block -0.2.
`O=C(Cn1nnc(-c2ccc(CN3CCOCC3)cc2)n1)Nc1nc(-c2ccccc2)cs1` gave Jurkat NFkB inh 3.7, 697 NFkB inh 32.1, Mdm2-MdmX inh 16.9, CCR6 antag 16.2, UPR CHOP act 1.6, EBI2 block 11.6, XBP1 UPR activ -2.6, Gli-Sufu block -0.6 and CXCR6 block 5.3.
Screening CCOC(=O)c1[nH]c(C)c(C(=O)N(CC)CC)c1C returned Jurkat NFkB inh 6.9, 697 NFkB inh 12.7, Mdm2-MdmX inh -0.8, CCR6 antag 5.2, UPR CHOP act 2.8, EBI2 block -1.4, XBP1 UPR activ -0.6, Gli-Sufu block -1.2 and CXCR6 block -1.7.
CCCCn1c(N)c(N(CCOC)C(=O)COC(=O)/C=C/c2ccc(Br)cc2)c(=O)[nH]c1=O was read as Jurkat NFkB inh 2.9, 697 NFkB inh -6.6, Mdm2-MdmX inh -0.3, CCR6 antag -7.6, UPR CHOP act 3.0, EBI2 block 2.8, XBP1 UPR activ -1.9, Gli-Sufu block 3.5 and CXCR6 block 2.0.
Screening C[C@@H]1CN([C@@H](C)CO)C(=O)c2cccc(NS(=O)(=O)c3ccc(F)cc3)c2O[C@H]1CN(C)C(=O)NC1CCCCC1 returned Jurkat NFkB inh -6.5, 697 NFkB inh 5.4, Mdm2-MdmX inh -2.6, CCR6 antag 5.5, UPR CHOP act 0.6, EBI2 block -3.4, XBP1 UPR activ -2.2, Gli-Sufu block 5.1 and CXCR6 block -8.0.
`O=C(CCN1C(=O)/C(=C/c2ccc(Cl)cc2)SC1=S)Nc1cccnc1` gave Jurkat NFkB inh -19.3, 697 NFkB inh -4.6, Mdm2-MdmX inh 9.2, CCR6 antag -8.0, UPR CHOP act -0.4, EBI2 block -2.1, XBP1 UPR activ -0.7, Gli-Sufu block -7.6 and CXCR6 block -1.1.
Screening CCOC(=O)C1=C(COC(=O)CNC(=O)c2cccc(C)c2)NC(=O)NC1C (stereo unspecified) returned Jurkat NFkB inh 3.0, 697 NFkB inh 9.8, Mdm2-MdmX inh 10.1, CCR6 antag 0.3, UPR CHOP act 0.5, EBI2 block -3.0, XBP1 UPR activ 3.0, Gli-Sufu block -11.1 and CXCR6 block 0.1.
For O=C(NCCCN1CCOCC1)c1cccc(S(=O)(=O)N2CCc3ccccc3C2)c1 the results were Jurkat NFkB inh 2.8, 697 NFkB inh -6.5, Mdm2-MdmX inh 6.1, CCR6 antag -7.0, UPR CHOP act -1.8, EBI2 block 10.2, XBP1 UPR activ 1.0, Gli-Sufu block -8.4 and CXCR6 block -1.4.
`Cc1cc(C#N)c2ccccc2n1` gave Jurkat NFkB inh -11.2, 697 NFkB inh 11.3, Mdm2-MdmX inh 8.6, CCR6 antag -17.1, UPR CHOP act 0.7, EBI2 block 1.9, XBP1 UPR activ -4.9, Gli-Sufu block 17.0 and CXCR6 block -2.4.
`CCN(CC)C(=O)COC(=O)c1ccc(C)c(NC(=O)c2ccco2)c1` gave Jurkat NFkB inh 4.8, 697 NFkB inh 7.9, Mdm2-MdmX inh 14.5, CCR6 antag -3.7, UPR CHOP act -1.4, EBI2 block -4.2, XBP1 UPR activ -3.0, Gli-Sufu block -10.1 and CXCR6 block 3.0.
O=C(COC(=O)C1CCN(S(=O)(=O)c2cccs2)CC1)Nc1ccccc1 was read as Jurkat NFkB inh 10.8, 697 NFkB inh 3.7, Mdm2-MdmX inh 2.8, CCR6 antag 1.2, UPR CHOP act 0.0, EBI2 block -1.9, XBP1 UPR activ -1.0, Gli-Sufu block 1.1 and CXCR6 block 3.3.
For COc1cccc(/C=N/n2c(-c3ccco3)nc3ccccc3c2=O)c1 the results were Jurkat NFkB inh -6.5, 697 NFkB inh -23.7, Mdm2-MdmX inh 9.6, CCR6 antag 7.2, UPR CHOP act 2.0, EBI2 block -13.6, XBP1 UPR activ 2.0, Gli-Sufu block -9.8 and CXCR6 block 5.0.
COc1c(Cl)cc(-c2noc(C)c2C(=O)NCc2ccc3c(c2)OCO3)cc1Cl was read as Jurkat NFkB inh 7.8, 697 NFkB inh -7.1, Mdm2-MdmX inh -13.0, CCR6 antag 5.1, UPR CHOP act -0.3, EBI2 block 2.3, XBP1 UPR activ 2.0, Gli-Sufu block -0.5 and CXCR6 block -5.2.
Cc1ccc(C(=O)CCC(=O)Nc2ccccc2F)cc1 was read as Jurkat NFkB inh -32.2, 697 NFkB inh -0.7, Mdm2-MdmX inh -51.6, CCR6 antag 4.1, UPR CHOP act 4.3, EBI2 block -3.3, XBP1 UPR activ -3.2, Gli-Sufu block -12.2 and CXCR6 block 3.1.
